Pf growth 96h: P. falciparum growth inhibition at 96 hours; P. falciparum luciferase reporter growth, 96 h; Potency, µM (doses to about 28.7 µM), without a hit: top-dose activity change, negative = inhibition, most hits filed as inhibitors; actives 6.9% (n = 320,000); AID 504834; further: potency means the concentration at half of the fitted maximal effect; on the % scale 0 is the no-effect control and ±100 the full control effect
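Parasite growth measured via integrated firefly luciferase reporter in P. falciparum. Infected erythrocytes at 2% hematocrit, 0.05% parasitemia final were treated 96 hours at 37 C under 5% CO2, and luminescence was read.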
Pf growth 48h: P. falciparum growth inhibition at 48 hours (one generation); P. falciparum luciferase growth in erythrocytes, 48 h; AID 504832; actives 5.9% (n = 310,000); Potency, µM (series often up to 28.7 µM), for the others: top-dose activity change, negative = inhibition, actives largely listed as inhibitors; further: potency means the concentration at half of the fitted maximal effect; on the % scale 0 is the no-effect control and ±100 the full control effect
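Growth was read as firefly luciferase luminescence after a 48 h, 37 C, 5% CO2 exposure of compounds to reporter-bearing P. falciparum cultures (0.1% parasitemia, 2% hematocrit final) in Albumax-supplemented RPMI 1640.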
Shiga toxin inh: inhibitors of Shiga toxin in Vero cells; actives 9.2% (n = 290,000); Vero cells, Shiga toxin protein synthesis inhibition reporter; inhibition, % at 38.7 µM; in the data active means inhibition mostly above about 28%, no sharp cut-off; inactive means mostly below about 43%; further: 0% is about no effect
HCV inh: HCV inhibition; Huh7.5.1 HCVcc-Cre infection, luciferase reporter, 44 h; Potency, µM (titrated, usually from 41.8 µM), for inactives: top-dose activity change, negative = inhibition, most hits filed as inhibitors; actives 3.4% (n = 340,000); AID 651820; further: potency means the concentration at half of the fitted maximal effect; on the % scale 0 is the no-effect control and ±100 the full control effect
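Antiviral activity was scored by luciferase reporter output from cells infected with HCVcc-Cre (~0.5 moi) in presence of compound, 44 h infection period, cells seeded 1,000/well 4 h prior.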
FBPA Giardia inh: inhibitors of Giardia lamblia fructose-1,6-bisphosphate aldolase; A8B2U2; purified Giardia FBPA; Potency, µM (highest dose often 59.6 µM), inactives show at the highest dose activity, negative = inhibition, most hits filed as inhibitors; actives 0.71% (n = 290,000); further: potency means the concentration at half of the fitted maximal effect; on the % scale 0 is the no-effect control and ±100 the full control effect; nearly all actives have a fitted effect of over 55% in size
Target sequence (A8B2U2 whole entry, looked up): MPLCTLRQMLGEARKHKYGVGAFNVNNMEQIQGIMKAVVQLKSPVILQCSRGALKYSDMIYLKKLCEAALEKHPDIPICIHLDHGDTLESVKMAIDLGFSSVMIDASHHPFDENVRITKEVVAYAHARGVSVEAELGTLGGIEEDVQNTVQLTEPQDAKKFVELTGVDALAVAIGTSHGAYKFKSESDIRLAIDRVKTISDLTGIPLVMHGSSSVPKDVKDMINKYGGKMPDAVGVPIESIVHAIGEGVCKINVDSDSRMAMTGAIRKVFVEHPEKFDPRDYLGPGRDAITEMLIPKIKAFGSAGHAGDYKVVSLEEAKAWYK
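Giardia FBPA (40 nM reagent) was preincubated 10 min at RT with compound (up to 57.5 uM final), then substrate plus GAPDH/TPI/NAD/arsenate coupling system with diaphorase/resazurin was added; resorufin fluorescence (525/598 nm) was read after 20 min.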
Cycloheximide cs: affects cycloheximide protein synthesis inhibition readout, counter-screen | cell reporter, cycloheximide protein synthesis inhibition counterscreen | max response, % | actives 12% (n = 300,000); in the data active means max response mostly above about 13%, no sharp cut-off; inactive means mostly below about 14%; further: read at 38.3 µM for the half of the compounds with a filed dose; 0% is about no effect
* marks the source's active call; other numbers are inactive results; i = inactive; ? = inconclusive; . = not tested or not shown; & = joins results of further samples; [ ] = another dose, or the depositor's remark. Unless noted, the call rests on the fitted dose curve; in most records, active means well fitted curve in the direction sought with a large enough effect; inconclusive means small, poorly fitted or top-dose-only effect, or another doubt; inactive means no such curve, though single readings can be large; an effect the other way counts as inactive or inconclusive.

Below each compound – Pf growth 96h	Pf growth 48h	Shiga toxin inh	HCV inh	FBPA Giardia inh	Cycloheximide cs
COc1ccc(C(O)Cn2ccsc2=NC(C)=O)cc1 (configuration not stated)
  29%	13%	-25	-4%	-24%	8
O=C(Cn1cnc2ccccc2c1=O)Nc1ccc(S(=O)(=O)N2CCOCC2)cc1
  29%[5.75 µM]	-6%	-2	0%	-1%	-1
COc1cccc(N2CCN(C(=O)C3CCCN(S(=O)(=O)c4cnc[nH]4)C3)CC2)c1 (configuration not stated)
  ?	.	16	5%	-3%	-4
C=CCN(c1ccccc1)S(=O)(=O)c1cccc(C(=O)Nc2nnc(SCC)s2)c1
  ?	4%	-7	-6%	27%	8
Cc1ccc(C)c(NC(=S)NCc2cccs2)c1
  4%	-9%	-7	?	1%	-4
COc1ccc(N2CCN(CCCNC(=O)C3CCCN(S(=O)(=O)c4c(C)n[nH]c4C)C3)CC2)cc1 (configuration not stated)
  ?	-26%	-5	10%	3%	-6
COc1ccc(CC(=O)N/N=C(\C)c2cccnc2)cc1OC
  8%	-23%	-6	10%	3%	-3
CC(=O)N1CCOc2ccc(S(=O)(=O)Nc3cccc(C)n3)cc21
  ?	16%	3	16%	2%	-1
Cc1cc(C)nc(N/N=C/c2ccncc2)n1
  -3%	?	-5	0%	?	1
NC(=O)c1ccc(/C=N/O)[n+](Cc2ccccc2)c1
  58%[activator]	0%	4	12%	-12%	8
COc1ccc(CCN2C(=O)CC(Cc3ccc(Br)cc3)C2=O)cc1OC (configuration not stated)
  ?	-17%	-1	?	8%	1
Nc1c(Cl)cc(Cl)cc1C(=O)OCC(=O)N1CCOCC1
  43%[activator]	8%	19	-19%	-6%	5
COc1ccc(C(=O)Nc2nc3ccccc3s2)cc1
  0%	169%[activator]	22	?	-10%	8
CC(NC(=O)c1ccc(Cl)c(S(=O)(=O)N2CCCCCC2)c1)c1cccnc1 (configuration not stated)
  ?	12µM*	.	13µM*	.	.
COc1ccc(OC)c(CN2CCN(C(=O)CNC(=O)c3ccc(C(C)(C)C)cc3)CC2)c1
  12µM*	?	.	1%	.	.
Cc1ccccc1CC1(CO)CCCN(Cc2ccc(C#CC(C)(C)O)cc2)C1 (configuration not stated)
  4%	?	-8	-30%	0%	-1
CC1CC(C)CN(C(=O)C2CCC(CNS(=O)(=O)c3ccccc3)CC2)C1 (configuration not stated)
  ?	-29%	-6	-28%	6%	-7
CCCCCOc1ccc(C2C(C(C)=O)=C(C)Nc3ncnn32)cc1OC (configuration not stated)
  -14%	?	-11	-5%	6%	-1
C=CCN1C(=O)C(Cc2ccc(Br)cc2)S/C1=N\N=C\c1ccco1 (configuration not stated)
  12µM*	5%	-4	11%	1%	2
Cc1nn(C(C)(C)C)c(NC(=O)c2ccccc2)c1C#N
  ?	?	-3	4%	2%	-3
CCOC(=O)C1=C(C)NC(=O)CC1c1cc2c(cc1[N+](=O)[O-])OCO2 (configuration not stated)
  ?	-5%	-5	-1%	13µM*	-6
Cc1cc(/C=C2\C(=O)NC(=O)N(c3ccc(Cl)cc3)C2=O)c(C)n1-c1cccc(C(=O)O)c1
  ?	-7%	-8	18%	-16%	-4
COC(=O)c1nnn(-c2cccc(Cl)c2)c1C(=O)OC
  8%	4%	-1	5%	1%	1
COC(=O)C1CCN(CC(=O)Nc2ccccc2Sc2ccccc2)CC1
  0%	?	-11	11%	9%	4
CCS(=O)(=O)N1CCC(NC(=O)c2ccco2)CC1
  -28%	20%	-5	14%	2%	-3
Cc1cccnc1NC(=O)C1CCCN(S(=O)(=O)c2ccc3c(c2)oc(=O)n3C)C1 (configuration not stated)
  2%	.	-7	12%	3%	-5
O=C(Nc1ccc(Br)cc1F)c1sccc1-n1cccc1
  0%	4%	-8	-26%	6%	15
CN(Cc1ccccc1Br)C(=O)CN1C(=O)NC2(CCCCCC2)C1=O
  ?	?	.	5%	.	.
CC(=O)Nc1ccc(S(=O)(=O)NCc2nc(-c3ccccc3Cl)no2)cc1
  23%	-1%	-12	16%	11%	-4
CCC(=O)Nc1ccc(NC(=O)CSc2nnc(-c3ccco3)n2CC)cc1
  6%	9%	-7	4%	6%	-4

Three structures already listed, sorted by count of non-hydrogen atoms, descending.
Below each compound – Pf growth 96h	Pf growth 48h	Shiga toxin inh	HCV inh	FBPA Giardia inh	Cycloheximide cs
Cc1ccccc1CC1(CO)CCCN(Cc2ccc(C#CC(C)(C)O)cc2)C1 (configuration not stated)
  4%	?	-8	-30%	0%	-1
CCC(=O)Nc1ccc(NC(=O)CSc2nnc(-c3ccco3)n2CC)cc1
  6%	9%	-7	4%	6%	-4
COc1ccc(CC(=O)N/N=C(\C)c2cccnc2)cc1OC
  8%	-23%	-6	10%	3%	-3

Next part:
Below each compound – Pf growth 96h	Pf growth 48h	Shiga toxin inh	HCV inh	FBPA Giardia inh	Cycloheximide cs
CCOc1cc(C(=O)Nc2cc(C)ccc2OC)ccc1OCC(=O)N1CCCCC1
  ?	?	-14	-19%	5%	-4
CCC(C)c1ccc(OCC(=O)Nc2ccc3c(c2)C(=O)NC3=O)cc1 (configuration not stated)
  ?	1%	-3	29%	.	-3
CCOC(=O)C1CCCN(C(=O)C2CCN(S(=O)(=O)N3CCC4(CC3)OCCO4)CC2)C1 (configuration not stated)
  ?	-1%	-26	-15%	-1%	-7
CC(=O)c1cccc(NC(=O)C(C)OC(=O)CCCN=C2NS(=O)(=O)c3ccccc32)c1 (configuration not stated)
  -1%	0%	.	-25%	.	.
CCCC(=O)Nc1ccc(-c2csc(-c3cccnc3)n2)cc1
  -8%	-20%	44	?	16%	11
COc1cccc(N2C(=O)/C(=C/c3ccc(C)o3)C(=O)NC2=S)c1
  ?	12%	12	17%	-27%	1
O=S(=O)(NCCN1CCOCC1)c1ccc(Cl)c(Cl)c1
  10%	-10%	-5	1%	-13%	1
O=C(Nc1cc2ccccc2oc1=O)C1CCCCC1
  .	215%[activator]	56*	11%	2%	34*
O=C(ON=C1CCN(S(=O)(=O)c2ccccc2)CC1)c1cccc(Cl)c1
  -3%	6%	13	1%	2%	-3
Cc1c(Cl)c([N+](=O)[O-])nn1CCCC(=O)NC1CCCCC1
  -8%[5.75 µM]	-6%	6	-2%	-4%	1

Molecules shown so far that contain bromine (4):
Below each compound – Pf growth 96h	Pf growth 48h	Shiga toxin inh	HCV inh	FBPA Giardia inh	Cycloheximide cs
COc1ccc(CCN2C(=O)CC(Cc3ccc(Br)cc3)C2=O)cc1OC (configuration not stated)
  ?	-17%	-1	?	8%	1
C=CCN1C(=O)C(Cc2ccc(Br)cc2)S/C1=N\N=C\c1ccco1 (configuration not stated)
  12µM*	5%	-4	11%	1%	2
O=C(Nc1ccc(Br)cc1F)c1sccc1-n1cccc1
  0%	4%	-8	-26%	6%	15
CN(Cc1ccccc1Br)C(=O)CN1C(=O)NC2(CCCCCC2)C1=O
  ?	?	.	5%	.	.

Other results:
Below each compound – Pf growth 96h	Pf growth 48h	Shiga toxin inh	HCV inh	FBPA Giardia inh	Cycloheximide cs
O=C(CN1C(=O)NC2(CCCCCCC2)C1=O)NCc1ccc2c(c1)OCO2
  ?	.	1	?	2%	-4
Cn1cccc1Cc1nnc(SCC(=O)N2CCCc3ccccc32)n1-c1ccc(F)cc1
  8.3µM*	?	-9	-2%&-10%	3%	-3
COc1ccc(C(=O)NC(C)c2ccc(-n3ccnc3)cc2)cc1S(=O)(=O)N1CCOCC1 (configuration not stated)
  -23%	39%[activator]	.	16%	.	.
Cc1cc(N2CCN(C(=O)c3ccco3)CC2)n2nc(-c3cccc(Cl)c3)cc2n1
  5%	9.3µM*	46	10µM*	1%	-3
COc1ccccc1N(C(=O)c1ccco1)C(C(=O)NC1CCCC1)c1cccs1 (configuration not stated)
  -1%	-38%	21	-10%	.	-5
COc1ccc(C(=O)OCC(=O)NCC2CCCCC2)cc1S(=O)(=O)N1CCCc2ccccc21
  -25%	.	-4	2%	2%	-3
Cc1sc2ncnc(OCC(=O)NC3CCS(=O)(=O)C3)c2c1C (configuration not stated)
  30%[activator]	8%	-5	21%	0%	-1
CN1C(=O)C(=Cc2coc3ccccc3c2=O)C(=O)N(C)C1=O
  30%[activator]	53%[activator]	23	17%	-2%	20*
O=C(O)CCCSCC(=O)Nc1ccccc1
  .	-8%	-5	9%	4%	-4
CCCn1ncc(CN2CCC(n3nccc3NC(=O)c3ccccc3OC)CC2)c1C
  ?	-11%	6	-19%	.	-1
CCOC(=O)c1cc(C)nc(N2CCCCC2)c1C#N
  5%	1%	19	-23%	6%	9
COc1ccc2c(c1)OC(=O)CC2c1ccccc1C (configuration not stated)
  .	.	i	.	-2%[89.2 µM]	1
COc1ccc(OC)c(C2C(C(=O)c3ccccc3)=C(C)Nc3nc4ccccc4n32)c1 (configuration not stated)
  ?	?	-16	-5%[8.37 µM]	-1%	-1
COc1ccc(NC(=O)C23CC4CC(C2)CC(n2cnc(Br)n2)(C4)C3)c(C)c1
  36%	-17%	-13	13%	0%	5
O=C(c1cc2cc(F)ccc2[nH]1)N(Cc1cccnc1)CC1CCCN(C2CCCCC2)C1 (configuration not stated)
  ?	2.6µM*	-4	?	.	1
COc1ccc(OC)c(C(c2nnnn2C2CCCC2)N2CCN(c3ccc(F)cc3)CC2)c1 (configuration not stated)
  24%	12µM*	29	?	-20%	-4
Cc1ccc(Nc2ccc(N3CCN(c4ccc([N+](=O)[O-])cc4)CC3)nn2)cc1
  ?	-9%	-1	1%	4%	-7
CCc1nnc(NC(=O)CN2CCN(Cc3ccc(F)cc3)CC2)s1
  7%	?	-18	17%	?	-2
CCNc1nc(NCC)nc(Oc2ccc(OCc3ccccc3)nn2)n1
  44%[activator]	0%	-5	.	-2%	-2
CCOc1ccc(-n2c(C)nc3cc(C(=O)NCc4ccc5c(c4)OCO5)ccc32)cc1
  ?	10%	10	4%	0%	-3
Cc1cc2c(cc1C)N(C(=O)CN1C(=O)c3ccccc3C1=O)C(C)(C)c1ssc(=S)c1-2
  8.3µM*	?	-17	8.9µM*	3%	-1
CCOC(=O)c1oc2ccccc2c1CN1CCN(C(=O)c2ccccc2)CC1
  ?	-8%	-11	-19%	4%	-2
Cc1cc(OCC(=O)NNC(=S)NCC2CCCO2)cc(C)c1Cl (configuration not stated)
  -24%	6%	33	10%	.	17*
CCOC(=O)c1nccnc1C(=O)Nc1ccc(C(F)(F)F)cc1
  31%	-8%	-9	0%	2%	1
Cc1ccc(-c2cc(C(=O)NCCCN3CCOCC3)c3ccc(Cl)c(C)c3n2)cc1
  -9%	99%[activator]	-8	?	.	-4
Fc1ccccc1OCCCN1CCOCC1
  28%	20%	13	-1%	?	25
NC(=O)c1cccc2c3c([nH]c12)CCCC3
  -10%	44%[activator]	87*	0%	-7%	36*
O=C(Nc1cccc(C(F)(F)F)c1)C12CC3CC(CC(C3)C1)C2
  -7%	13µM*	14	7%	2%	1
CCN(CC(=O)Nc1cc(Cl)ccc1C)C(=O)c1oc2ccc(OC)cc2c1C
  ?	?	.	?	.	.
O=C(CSc1ccc(Cl)cc1)Nc1ccccc1Oc1ccccc1
  ?	?	-47	-1%	-5%	-3
O=C(NCCc1ccccc1)c1ccc(Cl)cc1[N+](=O)[O-]
  106%[activator]	72%[activator]	67*	15%	18%	27*

High-throughput results from PubChem BioAssay.
